ERK EGF block – blocks ERK signaling stimulated by EGF | actives 0.41% (n = 130,000) | Potency, µM (doses to about 11.5 µM), for the others: top-dose activity change, negative = inhibition, most hits filed as inhibitors | HEK293-V1b, EGF-stimulated phospho-ERK AlphaScreen; active = well fitted inhibition curve with a large enough effect; inconclusive = small, poorly fitted or top-dose-only effect, or effect the other way;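 note: plate controls were stimulated vehicle wells for no effect and unstimulated vehicle basal for full effect; nearly all actives have a fitted effect of over 55% in size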
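Cell line HEK293 (stable V1b), low serum overnight. Pretreatment: compound 30 min, 37C. EGF 25 nM, 5 min. Detection: SureFire AlphaScreen, 5 h RT. AC50 via standard Hill equation.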
Starred values were filed as active, the others as inactive; u = inconclusive; [ ] = dose if it differs, or a comment. Potency is the fitted concentration of half-maximal effect. These rows are one share of the data; the hit share may differ from the screen's.

ERK EGF block | smiles
6.9%[57.5 µM] | CCCn1c(C(C)NC(=O)c2ccccc2)n[nH]c1=S (configuration not stated)
0.7% | Cc1ccc(/C=N/NC(=O)Cc2cccs2)o1
1.6% | O=C(CCC1CCCC1)Nc1ccccc1-c1ccccc1
-1.6% | CCOc1cccc(C(=O)Nc2cccc(NC(=O)c3ccco3)c2)c1
-25.2%[57.5 µM] | CCc1ccccc1NC(=O)Nc1cccs1
-7.9% | CC(=O)c1cccc(NC(=O)COC(=O)CCc2ccc(S(=O)(=O)N3CCOCC3)cc2)c1
1.4% | CCC(C)Sc1nnc(CNC(=O)C23CC4CC(CC(C4)C2)C3)n1C1CCCCC1 (configuration not stated)
-28.0% | O=C(COC(=O)/C=C/C(=O)N1CCN(c2ccccc2)CC1)NCc1ccc(F)cc1
11.3% | O=C(C1CCCCC1)N1CCC(CO)(Cc2ccccc2Cl)CC1
-3.0% | c1ccc(Cc2noc(CN3CCCN(C4Cc5ccccc5C4)CC3)n2)cc1
-1.2%[57.5 µM] | CC1(C)CC(=O)C=C(NCCc2c[nH]c3ccccc23)C1
-9.5% | CC(=O)Nc1cccc(N/C=C(\C=O)c2nc3ccccc3o2)c1
-4.1% | O=C(CCC1CCCN(Cc2ccc(O)c(Cl)c2)C1)NCc1ccccc1F (configuration not stated)
-4.9% | CCCSCC(=O)Nc1ncc2c(n1)-c1ccccc1CC2
-16.1%[57.5 µM] | COc1ccccc1CN1C[C@@H]2C[C@@H](C3=Cc4cc(Cl)ccc4OC3)N3CCC[C@@]23C1=O
-9.9% | CCOC(=O)C1=C(O)/C(=C\c2cc(C)n(-c3ccccc3F)c2C)N=C1C
4.2%[57.5 µM] | c1cncc(-c2nc(NCc3ccc4c(c3)OCO4)c3ccccc3n2)c1
5.2% | CCC(/C=N/NC(=O)c1ccccc1F)CC
0.6% | CNC(=S)N(CCc1c(C)[nH]c2ccc(C)cc12)Cc1ccc(OC)c(OC)c1
-2.3% | CCC(C)NCCCOc1ccc(C)cc1OC (configuration not stated)
-0.9%[57.5 µM] | Cc1ccc(NC(=O)C2CC(=O)Nc3ncnn32)cc1Cl (configuration not stated)
2.1% | O=C(NCCc1cccc(Cl)c1)c1cccc([N+](=O)[O-])c1
-0.6% | Cc1cc(C(=O)CSc2cccc[n+]2[O-])c(C)n1-c1ccccc1
-1.0%[57.5 µM] | O=C(NCCO[N+](=O)[O-])c1cccnc1
5.5% | C=CCn1cc(F)c(=O)n(CC=C)c1=O
-9.1%[57.5 µM] | Cc1cccc(OCC(=O)N=Nc2c(O)[nH]c3ccc([N+](=O)[O-])cc23)c1
-9.3%[57.5 µM] | C/C(=N/N1CCN(Cc2cccc3ccccc23)CC1)c1ccco1
u | CC(=O)/C(N=Nc1ccc2c(c1)OCCO2)=C(\C)O
-12.5% | Cc1ccc(NC(=O)CCC(=O)NNC(=O)NC23CC4CC(CC(C4)C2)C3)cc1C
0.9% | COc1ccc(NC(=S)NC2CC3CCCC(C2)N3C2CC2)cc1 (configuration not stated)
5.5% | CC(=O)c1ccc(NC(=O)c2cc(Cl)sc2Cl)cc1
1.7% | COc1ccc(/C=N/N2CCOCC2)cc1COc1ccc(F)cc1
-3.5% | O=C(Oc1ccccc1)N1CCC2(CCCN(c3ncccn3)C2)CC1
-2.0%[57.5 µM] | CCCCCCCc1c(O)nc(SCC(=O)O)[nH]c1=O
20.9% | CCCC[C@H]1C[C@@H]1[C@@H]1N(P(=O)(c2ccccc2)c2ccccc2)C[C@@](O)(c2ccccc2)CC12CC2
6.9% | C=CCNC(=O)C1CCN(c2ccc(S(=O)(=O)N3CCOCC3)cc2Cl)CC1
-6.3%[57.5 µM] | COc1ccc(OC)c(/C=N/NC(=O)c2ccc(=O)[nH]n2)c1
-1.7%[57.5 µM] | Cc1ccc(-c2cc(C(=O)Nc3cc(C(=O)O)ccc3C)c3ccccc3n2)cc1
10.5% | Cc1noc(C)c1C(=O)N1CCN(S(=O)(=O)c2ccc(F)cc2)CC1
10.0% | Nc1nc2c(ncn2COCCO)c(=O)[nH]1
-4.9% | COC(=O)c1ccc2c(=O)n(CC3CCCO3)c(SCC(=O)NCCc3ccc(S(N)(=O)=O)cc3)nc2c1 (configuration not stated)
2.1% | Cc1noc(NS(=O)(=O)c2ccc(N/C=C\C(=O)c3ccc(Br)cc3)cc2)c1C
1.0% | CCSc1nnc(NC(=O)[C@@H](NC(=O)c2ccc(C(C)(C)C)cc2)C(C)C)s1
3.5% | COc1ccc(OC)c(C2CC(=O)OC3=C2C(=O)CC(C)(C)C3)c1 (configuration not stated)
u | CCCCN(C)CCC(=O)Nc1ccc2c(c1)CCC2
0.5%[57.5 µM] | CC(=O)NNC(=O)c1sc(=S)n(C)c1C
17.4% | CC(C)CCNC(=S)Nc1ccccn1
3.2% | O=C(NC(=S)NC1CCCCCC1)c1cncc(Br)c1
-15.5%[57.5 µM] | CCN(CC)CCCN=Cc1c(O)n(-c2ccc(C)cc2)c(=O)c2ccccc12
-5.8%[57.5 µM] | C#CCOCCOCCOCCNc1nc(N2CCN(C(=O)[C@H](CCC(=O)O)n3cc(C(N)Cc4ccc(O)cc4)nn3)CC2)nc(N2CCN(C(=O)[C@H](CCC(=O)O)n3cc(C(N)Cc4ccc(O)cc4)nn3)CC2)n1 (some centres not stated)
-2.0%[57.5 µM] | COc1ccc(C(=O)CN2CCN(c3cc(C)nc4ccccc34)CC2)cc1
-4.7%[57.5 µM] | O=C(Cn1cncn1)N/N=C/c1cc([N+](=O)[O-])ccc1O
-4.7%[57.5 µM] | COc1ccc([C@H]2C(C#N)=C([S-])N[C@](C)(O)[C@@H]2[n+]2ccccc2)cc1
-3.9% | COc1ccc(NC(=O)CC2C(=O)N(Cc3ccco3)C(=S)N2C(C)C)cc1 (configuration not stated)
0.2% | Cc1ccc(-n2ncc(C(=O)Nc3cc(Cl)ccc3Cl)c2C2CCNCC2)cc1
-2.2%[57.5 µM] | CCCC12CN3CC(C)(CN(C1)C3c1ccc([N+](=O)[O-])o1)C2=O (configuration not stated)
8.8% | CSCCC(=O)Nc1cc(S(=O)(=O)N2CCOCC2)ccc1N1CCN(C)CC1
2.8% | CCN(C(=O)CSc1nnc(-c2ccncc2)n1-c1ccccc1)C1CCS(=O)(=O)C1 (configuration not stated)
7.9%[57.5 µM] | CC(C)CC(C)NC(=O)c1ccc(C(F)(F)F)cc1 (configuration not stated)
-23.7% | COc1ccc2[nH]c(C(=O)c3ccccc3)cc2c1

A second format for part of the listing above:
Molecule | ERK EGF block
CC(=O)c1cccc(NC(=O)COC(=O)CCc2ccc(S(=O)(=O)N3CCOCC3)cc2)c1 | -7.9%
CCC(C)Sc1nnc(CNC(=O)C23CC4CC(CC(C4)C2)C3)n1C1CCCCC1 (configuration not stated) | 1.4%
O=C(COC(=O)/C=C/C(=O)N1CCN(c2ccccc2)CC1)NCc1ccc(F)cc1 | -28.0%
O=C(C1CCCCC1)N1CCC(CO)(Cc2ccccc2Cl)CC1 | 11.3%
c1ccc(Cc2noc(CN3CCCN(C4Cc5ccccc5C4)CC3)n2)cc1 | -3.0%

New compounds follow
ERK EGF block | smiles
-2.0% | CCCCS(=O)(=O)C1CCS(=O)(=O)C1 (configuration not stated)
1.9%[57.5 µM] | c1ccc2c(c1)[nH]c1c3ccccc3sc21
1.9% | Cc1cc(C)nc(SCCS(=O)(=O)Cc2ccc(Cl)cc2)n1
-4.4% | CN1CCN(S(=O)(=O)c2cccs2)CC1
2.6% | CCOC(=O)c1sc(/N=C/N(C)C)nc1C
-9.1% | COc1cccc(OC)c1OCCNC[C@@H]1COc2ccccc2O1
-7.2%[57.5 µM] | O=C(Cn1nc(Cc2cccnc2)c2ccccc2c1=O)Nc1ccccc1F
-4.7% | COc1ccc(-n2nc(C(=O)Nc3nc4ccc(OC)cc4s3)c3ccccc3c2=O)cc1
20.8%[25.7 µM] | CC(C)(C)c1ccc([C@@H](O)CCCN2CCC(C(O)(c3ccccc3)c3ccccc3)CC2)cc1
10.3% | Cc1cc(C)nc(SCNC(=O)c2ccccc2)n1
-4.0% | Cc1cc(C(=O)O)c(CSc2ncn[nH]2)o1
2.2% | Cc1ccc2[nH]c(C)c(CCNC(=O)NC3CCCCC3)c2c1
-4.6% | O=C(NC(=S)N1CCN(c2ccc(F)cc2)CC1)c1cccs1
-3.5% | N#CCCCSc1nnc(Cc2ccc3c(c2)OCO3)o1
-9.1%[57.5 µM] | N#Cc1cccc(C#N)c1Oc1ccc(S(=O)(=O)Nc2ccccc2)cc1
-0.6% | COc1ccc(NC(=S)Nc2cnc3ccccc3c2)c(OC)c1
-2.9% | Cc1ccnc(NC(=O)c2ccccc2NC(=O)C(C)(C)C)c1
6.5% | C=CS(=O)(=O)c1sc(Cl)c(N2CCOCC2)c1[N+](=O)[O-]
-5.4% | COc1ccc(NC(=O)N2CCCCCC2)cc1
3.8% | N/C(Cc1cccc2ccccc12)=N\OC(=O)COc1ccccc1
0.2% | Cc1noc(C)c1C(c1ccccc1)S(=O)(=O)c1ccccc1 (configuration not stated)
-11.0% | CN(CCOCCOc1ccc(Cl)cc1Br)Cc1ccccc1
8.7% | Cc1cccc(NC(=O)Cn2cnc3c(oc4ccccc43)c2=O)c1C
-13.3%[57.5 µM] | Cc1[nH]nc(-c2ccc(O)cc2O)c1Oc1ccccc1
7.1%[57.5 µM] | Cc1onc(-c2c(Cl)cccc2Cl)c1-c1nnc(-c2ccc(Cl)cc2)o1
-4.9% | CCOC(=O)CC1C(=O)NCCN1S(=O)(=O)c1ccc(Br)cc1 (configuration not stated)
-2.4% | Cc1nc2ccccc2c(=O)n1/N=C/c1ccc(O)cc1O
7.4% | CN(C)S(=O)(=O)N1CCC(Oc2ccc(C(=O)NCC(C)(C)CO)cc2)CC1
-6.7%[57.5 µM] | COc1ccc(OC)c(-n2c(Cn3c(-c4ccccn4)nc4ccccc43)n[nH]c2=S)c1
-2.1%[57.5 µM] | O=C(Cc1ccc(Cl)cc1)Nc1ccc(NC(=O)c2cccs2)cc1
-1.0% | Cn1c(SCC(=O)Nc2cc([N+](=O)[O-])ccc2F)nnc1C(F)(F)F
-3.3% | CC(C)(C)c1cc(NC(=O)c2ccco2)n(-c2ccccc2)n1
-4.5% | Nc1cccc(Oc2ccc([N+](=O)[O-])cc2)c1
-12.7% | CCCCNC(=O)c1cnc2n(c1=O)CCS2
-2.2% | CCCCC(=O)Nc1cccc(NC(=O)c2cccc([N+](=O)[O-])c2)c1
-7.8% | CC(C)c1ccc(OCc2ccc(C(=O)NN3CCN(C)CC3)o2)cc1
5.0% | Cc1cccc(Nc2nnc(SCC(=O)N(C)C3CCS(=O)(=O)C3)s2)c1C (configuration not stated)
-4.8% | O=C(NCc1ccncc1)c1cc2ccccc2nc1Cl
-1.7%[57.5 µM] | COc1cc(/C=C(/C#N)c2nc(-c3cc4ccccc4oc3=O)cs2)cc([N+](=O)[O-])c1O
1.0% | O=C(O)C1C2CC2CN1C(=O)c1ccc(Cl)cc1 (configuration not stated)
-2.9%[57.5 µM] | S=c1[nH]nc(-c2ccccn2)n1/N=C/c1ccc(Cl)c(Cl)c1
-2.7% | Cc1cc(C)c(NC(=O)/C(=C/c2ccccc2)c2ccccc2)c(C)c1
u | CC1=CSC2=NC(=O)/C(=C\c3cccn3-c3ccc([N+](=O)[O-])cc3)C(=N)N12
7.7% | CC(C)CC(OC(=O)c1nsc(Cl)c1Cl)C(=O)NCc1cccs1 (configuration not stated)
2.6%[57.5 µM] | Cc1sc2nc(CC(=O)NN)[nH]c(=O)c2c1C
-3.1% | CC(c1nc2ccccc2c(=O)[nH]1)N1CCOCC1 (configuration not stated)
2.1% | CCC(C)N1CCCC1C(=O)Nc1c(C)cc(C)cc1C (configuration not stated)
1.4%[57.5 µM] | COC(=O)CCC(=O)OC1(C)C(=O)C=C2C=C(C3CC3)N(C3CCCCC3)C=C2C1=O (configuration not stated)
-18.6% | COC(=O)C1=C(SC)N(c2ccc(OC)cc2)C(c2ccccc2)CC1=O (configuration not stated)
0.2% | O=C(NCCOc1cccc2cccnc12)c1cccs1
10.0% | COc1cc(/C=C2/C(=O)N(c3ccccc3)N=C2C)ccc1OS(=O)(=O)c1ccccc1
-8.3% | COc1cc(CC(=O)NNC(=O)c2cc(C)oc2C)cc(OC)c1OC
4.0% | O=C(CN1CCN(CCN2C(=O)c3cccc4cccc(c34)C2=O)CC1)c1ccc(Cl)cc1
8.7% | COc1ccc(/C=C/C(=O)Nc2ccc(-c3nnc4n3CCCCC4)cc2)c(OC)c1
-1.6% | CCOCCn1c(COc2ccc(C)cc2)nc2ccccc21
u | COC(=O)c1cccc(Nc2ncnc3sccc23)c1
-7.6% | CCOC(=O)c1c(NC(=O)c2c(C(=O)O)cccc2[N+](=O)[O-])sc(C)c1C
u | CC(C(=O)NCCc1nc2ccccc2[nH]1)n1cc([N+](=O)[O-])cn1 (configuration not stated)
8.6% | COc1ccc(C(=O)NCC(c2cccnc2)N2CCN(c3ccc(F)cc3)CC2)cc1OC (configuration not stated)
7.4% | O=C(c1cc(F)ccc1F)C1CCCN(C(=O)c2ccc(F)cc2Cl)C1 (configuration not stated)

Arranged by value in ERK EGF block (low to high): some entries from above.
mol,ERK EGF block
COc1cc(CC(=O)NNC(=O)c2cc(C)oc2C)cc(OC)c1OC,-8.3%
O=C(NCCOc1cccc2cccnc12)c1cccs1,0.2%
COc1ccc(/C=C/C(=O)Nc2ccc(-c3nnc4n3CCCCC4)cc2)c(OC)c1,8.7%

By substructure, the compounds so far containing a CF3 group
ERK EGF block | smiles
7.9%[57.5 µM] | CC(C)CC(C)NC(=O)c1ccc(C(F)(F)F)cc1 (configuration not stated)
-1.0% | Cn1c(SCC(=O)Nc2cc([N+](=O)[O-])ccc2F)nnc1C(F)(F)F

(cont.)
ERK EGF block | smiles
8.1%[57.5 µM] | C[C@@H]1C=C(C(=O)NC2CC2)O[C@H](OCc2ccc(CO)cc2)C1
u | O=C(/C=C\c1ccccc1)Nc1ccc(NC(=O)c2ccco2)cc1
-11.2% | O=C(O)CCCN1C(=O)C(=O)/C(=C(/O)c2ccccc2)C1/C=C/c1ccccc1 (configuration not stated)
u | COc1ccccc1NC(=O)CN1CCSc2ccccc21

Source: PubChem
